# CRFR2-BP antag – blocks CRF-induced signaling of the CRF-BP/CRF-R2 complex. HEK293 CRF-R2/CRF-BP, CRF-induced calcium fluorescence. inhibition, % at 11.8 µM. 350,000 compounds, 0.59% hits;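 active means inhibition of the ligand-induced calcium signal above about 50% at the single tested concentration, limit read from the data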
# CRFBP-R2 agonist – CRF-BP/CRF-R2 complex agonism | HEK293 CRF-R2/CRF-BP, calcium dye fluorescence (FLIPR); percent of saturating CRF peptide response | activation, % at 13.2 µM | 350,000 compounds, 0.46% hits | AID 588473;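 active means activation of at least 50%, plus an integration ratio under a set limit after plate pattern correction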;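 further: plate controls were neutral control wells without compound for no effect and CRF at EC100 for full effect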
# CHRM5 PAM – CHRM5 positive allosteric modulation; 360,000 compounds, 0.3% hits; CHO-K1 hM5, Fluo-8 calcium, ACh EC20 PAM; 0% = ACh EC20, 100% = ACh EC100; activation, % at 3 µM;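 active means activation above the run cutoff, the mean activation of all test compounds plus 3 SD, cut at about 18% in these data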
# Target sequence (P08912 whole entry, looked up): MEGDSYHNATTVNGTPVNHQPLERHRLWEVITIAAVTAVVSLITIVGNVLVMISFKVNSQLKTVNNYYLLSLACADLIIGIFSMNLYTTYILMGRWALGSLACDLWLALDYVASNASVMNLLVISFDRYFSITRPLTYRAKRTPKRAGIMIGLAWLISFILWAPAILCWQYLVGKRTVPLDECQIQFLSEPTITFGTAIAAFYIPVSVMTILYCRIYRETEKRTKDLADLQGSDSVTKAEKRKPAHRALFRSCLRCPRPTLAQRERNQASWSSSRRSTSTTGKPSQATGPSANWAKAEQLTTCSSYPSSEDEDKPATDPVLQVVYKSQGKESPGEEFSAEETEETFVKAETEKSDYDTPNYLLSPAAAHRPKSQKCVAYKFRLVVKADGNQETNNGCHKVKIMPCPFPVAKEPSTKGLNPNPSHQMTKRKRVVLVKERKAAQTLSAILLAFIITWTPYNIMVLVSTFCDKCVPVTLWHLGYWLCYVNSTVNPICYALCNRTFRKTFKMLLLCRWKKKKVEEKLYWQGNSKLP
#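 System: CHO-K1 hM5 cells. Reagent: acetylcholine, EC20 level. Compound dosing: single dose, 3 µM nominal final test concentration. Timing: Post-acetylcholine fluorescence recording 140 s. Detection: Fluo-8 calcium fluorescence. Read-out: % activation, ACh-normalized. Benchmarks: ACh EC20 and EC100 wells. Repeats: singlicate, one well per test compound.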
# M4 ag – agonists of human muscarinic M4 receptor (CHRM4); 360,000 compounds, 0.14% hits; CHO-K1 hM4/Gqi5, Fluo-8 calcium fluorescence; vehicle 0%, full acetylcholine response 100%; activation, % at 3 µM; AID 624127;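 active means activation above the run mean over all test wells plus 3 SD, cut at about 32% in these data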;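 further: peak over basal fluorescence ratio per well then scaled between controls; 0% = DMSO wells and 100% = acetylcholine at EC100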
# Target sequence (P08173 whole entry, looked up): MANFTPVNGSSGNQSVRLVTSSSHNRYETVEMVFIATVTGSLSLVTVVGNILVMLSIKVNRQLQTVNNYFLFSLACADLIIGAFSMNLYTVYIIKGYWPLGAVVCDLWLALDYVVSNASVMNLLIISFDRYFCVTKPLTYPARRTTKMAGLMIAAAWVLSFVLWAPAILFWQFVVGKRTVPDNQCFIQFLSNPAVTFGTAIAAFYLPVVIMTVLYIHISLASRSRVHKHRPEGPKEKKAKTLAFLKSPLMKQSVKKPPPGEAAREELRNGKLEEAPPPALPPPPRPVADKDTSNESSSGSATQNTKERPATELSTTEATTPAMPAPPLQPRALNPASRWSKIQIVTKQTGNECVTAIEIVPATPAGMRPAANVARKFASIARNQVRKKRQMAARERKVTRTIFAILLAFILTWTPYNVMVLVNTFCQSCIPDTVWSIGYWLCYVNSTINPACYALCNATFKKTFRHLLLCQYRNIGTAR
# CHRM1 PAM – positive allosteric modulators of human M1 muscarinic receptor | P11229 | CHO-K1 hM1, Fluo-8 calcium fluorescence, ACh EC20; 0% = ACh EC20, 100% = maximal ACh | activation, % at 3 µM | 360,000 compounds, 0.088% hits | AID 588819; in the data active means activation above about 19%, passing the limit was not always enough
# CHRM4 antagonist – antagonists of human muscarinic M4 receptor (CHRM4); inhibition, % at 3 µM; 360,000 compounds, 0.73% hits; CHO-hM4 cells, ACh EC80, Fluo-8 calcium fluorescence;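 active means inhibition above its plate's cutoff, the mean inhibition of sample wells plus 3 SD, cut at about 27% in these data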;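 further: 0% = acetylcholine EC80 with DMSO and 100% = DMSO without agonist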
# M5 antag – antagonists of human muscarinic M5 receptor (CHRM5); P08912; CHO-hM5 cells, Fluo-8 calcium fluorescence, ACh EC80; inhibition, % at 3 µM; 360,000 compounds, 0.59% hits; AID 624040;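 active means inhibition above a per-plate cutoff, the mean of that plate's test compounds plus 3 SD, cut at about 27% in these data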;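 further: 0% = acetylcholine EC80 with DMSO and 100% = DMSO without agonist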
# CHRM5 agonist – CHRM5 agonism in calcium assay; P08912; CHO-K1 hM5 cells, Fluo-8 calcium fluorescence; 0% DMSO wells, 100% maximal acetylcholine response; activation, % at 3 µM; 360,000 compounds, 0.19% hits; AID 624037;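 active means activation above the run's mean over test compounds plus 3 SD, cut at about 23% in these data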;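 further: signal is peak over basal fluorescence ratio across the kinetic read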
# M4 PAM – CHRM4 positive allosteric modulation. 360,000 compounds, 0.4% hits. activation, % at 3 µM. CHO-K1 hM4/Gqi5, Fluo-8 calcium fluorescence, ACh EC20; 0% = ACh EC20, 100% = maximal ACh. P08173;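 active means activation above its plate's cutoff, the mean activation of sample wells plus 3 SD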; further: some results filed as inactive read as strong as hits
# Numbers without * were called inactive; . = not tested or not shown; & = joins results of further samples.
SMILES,CRFR2-BP antag,CRFBP-R2 agonist,CHRM5 PAM,M4 ag,CHRM1 PAM,CHRM4 antagonist,M5 antag,CHRM5 agonist,M4 PAM
CCCN(N=Nc1cccc([N+](=O)[O-])c1)c1cccc([N+](=O)[O-])c1,-28.9,0.8,1.3,0.1,5.5,4.3,-2.7,1.8,6.3
Cc1ccc(C2NS(=O)(=O)N=C2N)cc1 (configuration not stated),11.6,0.3,6.6,0.3,2.9,3.6,-8.5,-0.4,4.6
O=C(c1cnccn1)N(c1ccccc1)C1(C(=O)NC2CCCC2)CCCCC1,-10.5,-1.3,-3.0,0.5,0.2,-1.5,-3.0,-4.6,2.6
COc1ccc(Cl)cc1N(CC(=O)Nc1ccc2c(c1)OCCO2)S(C)(=O)=O,-5.8,0.2,-6.9,2.5,-3.9,7.8,4.0,-1.6,-9.9
O=C(/C=C/c1ccc([N+](=O)[O-])o1)NNC(=O)c1ccc(F)cc1,12.3,1.0,2.5,1.1,10.3,-8.2,-4.4,-4.0,1.5
COc1ccc(OC)c(/C=N/NC(=O)CNC(=O)c2ccc(S(=O)(=O)N3CCOCC3)cc2)c1,11.6,1.6,-7.2,9.8,12.1,3.9,5.4,0.1,-3.8
O=C(Nc1cccnc1Cl)C1=NN(c2ccccc2)C(=O)CC1,-0.3,-0.4,6.1,1.0,12.2,-6.4,6.6,-2.5,-1.1
O=C(O)C(c1ccccc1)N1C(=O)c2ccccc2C1=O (configuration not stated),3.7,-1.6,-1.2,0.9,23.7,-11.8,-2.0,-1.6,7.4
CCOC(=O)/C(=N\Nc1ccc(Br)cc1)N1CC(C)OC(C)C1 (configuration not stated),4.8,-0.5,7.7,-2.3,4.8,-20.6,-9.4,-7.0,17.3
O=c1oc2c(O)cccc2cc1-c1nc2ccccc2[nH]1,-105.2,183.6*,-6.8,24.9,-8.6,13.2,7.7,7.0,-11.8
Cc1nc(Cl)c(N=Cc2cccc([N+](=O)[O-])c2)c(Cl)n1,-0.8,0.0,-0.5,-0.2,-0.8,-5.4,-1.7,0.7,3.9
Cc1ccc(NC(=O)c2ncn(CCCNCC3CCCO3)n2)cc1C (configuration not stated),81.3*,-1.3,0.4,0.3,12.7,-2.4,-4.5,-0.9,4.5
COc1ccc(NC(=O)Cn2c(=O)n(CCC(=O)NCC3CCCO3)c(=O)c3cc(OC)c(OC)cc32)cc1 (configuration not stated),7.7,-0.2,-0.4,-0.7,-5.3,7.1,17.2,-2.4,-2.3
O=C(O)c1ccc2c3c(cccc13)C(=O)N(OS(=O)(=O)c1ccccc1)C2=O,30.5,5.8,-0.1,0.2,1.9,7.7,5.5,0.4,-5.5
CC(C)(C)c1ccc(OCC(O)CN2CCc3ccccc3C2)cc1 (configuration not stated),-18.9,6.4,-1.2,1.8,-8.0,-4.7,11.8,-2.1,-4.0
CN(C)c1nc(N)nc(CSc2nnnn2-c2ccc(C(=O)O)cc2)n1,15.7,-0.4,-0.9,-0.5,7.0,6.1,-8.9,1.0,2.0
COc1cccc2cc3c(=O)oc4ccccc4c3nc12,5.8,-1.5,-4.8,0.5,-2.6,3.4,7.9,0.6,-4.0
COc1ccc(CNC(=O)CCNC(=O)c2ccco2)cc1OC,2.1,2.7,-0.2,-0.1,14.1,0.6,3.9,2.0,3.9
Cc1nn(-c2ccccc2)c(C)c1NC(=O)COC(=O)CCCOc1ccccc1,7.8,0.8,-8.3,19.2,7.0,0.2,-7.2,7.7,-3.1
COc1ccc(CNC(=O)C2CSC(=O)C2)cc1 (configuration not stated),-9.0,1.7,-3.8,1.4,7.2,5.1,2.9,-0.6,2.7
Cc1cc(C)cc(NC(=O)CCc2c(C)nn(-c3ccc(N4CCCCC4)nn3)c2C)c1,14.0,-0.5,-5.6,7.7,1.5,2.0,8.1,-8.2,-6.9
CC1CC(C)CN(C(=O)Cn2nnc(-c3ccc(Br)cc3)n2)C1 (configuration not stated),-21.5,-0.3,2.9,0.7,9.5,-9.5,3.9,-3.7,0.8
CCOC(=O)C1CCN(C(=O)C(=O)Nc2ccc3nc4n(c(=O)c3c2)CCCCC4)CC1,28.2,4.3,1.6,2.8,7.2,4.8,-1.8,0.9,5.4
COc1cccc(-c2csc(N3CCN(C(=S)Nc4ccccc4OC)CC3)n2)c1,-4.6,-0.3,-8.6,2.6,-17.5,5.3,2.6,0.1,-3.5
Cc1noc(C)c1C(=O)Nc1sc2c(c1C(N)=O)CCC2,-21.5,-0.8,-3.3,-0.6,-3.5,6.8,3.3,0.8,3.6
NC(=S)N/N=C/c1ccc(-c2cccc([N+](=O)[O-])c2)o1,2.0,-1.6,-1.6,7.2,0.7,-8.1,7.1,-3.1,3.1
CCC(=O)NC(=S)Nc1ccc(-c2nc3ccc(C)cc3s2)cc1,-5.0,1.1,-1.9,0.5,5.8,5.7,8.6,1.1,-2.2
CCOc1ccc(N=C2NC(=O)C(CC(=O)Nc3ccccc3)S2)cc1 (configuration not stated),22.7,2.0,0.1,1.4,1.8,-15.8,2.7,1.6,-1.6
CC1=C(C(=O)N2CCOCC2)C(c2ccc(Cl)cc2)NC(=S)N1 (configuration not stated),24.5,2.0,2.9,1.3,11.1,-8.5,-10.9,-0.6,7.7
C=CCSc1ncnc2sc(C)c(C)c12,-10.3,0.0,6.3,0.1,16.2,0.5,-5.2,-5.8,9.9
Cn1c(C(=O)NCc2cccs2)cc2oc3ccccc3c21,34.1,-2.4,-1.1,1.9,13.7,-4.4,-2.9,2.4,4.3
CCCCOc1cc(C(=O)NCCN(CC)CC)c2ccccc2n1,-13.1&2.0,-0.7&1.6,-0.5&-1.5,0.8&0.5,3.4&0.5,0.4&-12.9,-2.4&2.0,-1.0&-1.1,1.4&-5.1
O=C(O)c1cc(S(=O)(=O)Nc2ccc(N3CCCCC3)cc2)ccc1Cl,2.2,-1.8,-1.3,0.9,12.1,2.8,3.3,1.9,-2.4
COc1ccc(C(=O)NNC(=S)NC2CCCCC2)cc1OC,-4.0,-1.9,4.1,1.0,5.1,-12.4,-14.8,-0.3,-2.1
CCCCCCCSc1nsc(N)n1,11.0,1.4,0.9,-0.2,6.9,8.5,-8.1,-1.3,8.2
COC(=O)[C@]1(Cc2ccccc2)N[C@H](CN(C)S(=O)(=O)c2ccc(C(C)(C)C)cc2)[C@@H]2C(=O)N(Cc3ccccc3)C(=O)[C@@H]21,-8.7,6.4,-1.1,1.8,8.1,-4.7,-1.1,0.0,3.4
CCCC(=O)OC1CCS(=O)(=O)c2sccc21 (configuration not stated),-0.6,-0.4,6.0,1.7,7.9,-7.0,5.3,3.7,-1.5
CN1CCN(c2ccc([N+](=O)[O-])cc2C(=O)N2CCCCC2)CC1,44.9,14.6,-2.3,-0.1,2.4,-3.4,4.5,-4.2,11.6
COc1ccc(CN2C(=O)C(Cc3ccccc3)Nc3ncnc(N4CCCCC4)c32)cc1 (configuration not stated),-14.1,0.6,-3.6,0.7,-6.4,9.4,2.7,-10.9,-4.4
CCOc1ccccc1N1CCN(C(=O)CNC(=O)c2ccc(OC)c(OC)c2)CC1,-1.6,-0.5,3.6,2.2,14.5,-16.4,1.7,-1.7,1.7
COc1cccc(NC(=O)N2CCN(c3cccc(C)c3C)CC2)c1,-5.4,0.0,-7.7,0.8,1.1,12.3,3.6,-2.8,-1.4
Cc1ccc(Cn2ncc3c(N4CCN(C)CC4)ncnc32)cc1,-4.0,-1.2,-11.5,14.1,-2.3,1.6,9.0,-0.3,-13.9
Cc1c(N=C2C=C(Br)C(=O)C(Br)=C2)c(=O)n(-c2ccccc2)n1C,6.5,0.1,-3.5,4.1,3.0,2.1,2.3,3.7,3.9
COCCN(C(=O)COC(=O)CC1CCCCC1)c1c(N)n(Cc2ccccc2)c(=O)[nH]c1=O,-7.1,0.9,-4.3,0.1,11.4,-9.8,6.8,-2.4,1.4
Cc1nc2ccc(NC(=O)c3cccc(S(=O)(=O)N(C)c4ccccc4)c3)cc2s1,11.1,4.1,-18.1,12.7,-11.7,3.8,15.7,2.3,-17.1
Cc1ccc(C(=O)NNC(=O)c2ccncc2)cc1S(=O)(=O)N1CCCCC1,-3.0,0.0,-4.9,-0.2,0.0,0.2,1.1,-0.3,1.4
COc1ccc(Cc2c(-c3ccco3)nc3c(C)cc(Br)cn23)c(C)c1,.,.,-2.3,1.3,-7.9,6.0,-2.5,-4.3,-5.9
CSCCC(NC(=O)COc1ccccc1)C(=O)N1CCCC(C(F)(F)F)C1 (configuration not stated),5.3,-1.2,-5.4,2.2,4.7,-4.8,8.1,-5.0,1.1

# By substructure, the entries above with a COOH group.
SMILES,CRFR2-BP antag,CRFBP-R2 agonist,CHRM5 PAM,M4 ag,CHRM1 PAM,CHRM4 antagonist,M5 antag,CHRM5 agonist,M4 PAM
O=C(O)C(c1ccccc1)N1C(=O)c2ccccc2C1=O (configuration not stated),3.7,-1.6,-1.2,0.9,23.7,-11.8,-2.0,-1.6,7.4
O=C(O)c1ccc2c3c(cccc13)C(=O)N(OS(=O)(=O)c1ccccc1)C2=O,30.5,5.8,-0.1,0.2,1.9,7.7,5.5,0.4,-5.5
CN(C)c1nc(N)nc(CSc2nnnn2-c2ccc(C(=O)O)cc2)n1,15.7,-0.4,-0.9,-0.5,7.0,6.1,-8.9,1.0,2.0
O=C(O)c1cc(S(=O)(=O)Nc2ccc(N3CCCCC3)cc2)ccc1Cl,2.2,-1.8,-1.3,0.9,12.1,2.8,3.3,1.9,-2.4

# Remaining list, next part:
SMILES,CRFR2-BP antag,CRFBP-R2 agonist,CHRM5 PAM,M4 ag,CHRM1 PAM,CHRM4 antagonist,M5 antag,CHRM5 agonist,M4 PAM
CCN(CC)c1ccc(C(=O)NNC(=O)CN2C(=O)NC3(CCCCC3)C2=O)cc1,7.1,-0.7,7.6,0.2,3.5,4.8,-11.4,2.6,4.3
CC(=O)c1ccc(-c2ccc(-c3cc(=O)oc4c(C(C)C)ccc(C)c34)cc2)cc1,18.7,8.3,3.0,-0.7,-7.9,-13.9,-9.7,-0.7,2.1
O=C(Nc1ccccc1)c1cccnc1Nc1ccccc1,9.8,-1.3,-2.2,-0.7,8.0,7.7,3.8,-0.6,-6.5
C=CCSc1nnc2c(n1)OC(c1ccccn1)N(C(C)=O)c1ccccc1-2 (configuration not stated),-1.8,-0.7,0.0,0.3,-18.8,-8.3,10.8,-2.7,10.7
COc1ccc(OC)c(-c2csc(NC(=O)CSc3ccc(Br)cc3)n2)c1,16.8,6.4,3.8,0.7,-1.1,-1.8,-6.3,-2.2,0.2
CC(=O)Nc1ccc2c(c1)CCC2=O,-5.8,-0.3,1.5,0.1,-1.5,-2.2,-3.0,0.3,-2.9
S=c1nc(C2CC2)[nH]c2ccccc12,0.1,0.7,-5.5,3.1,-2.1,-6.1,3.0,-7.0,-1.4
CCc1c(C)c(C#N)c2nc3ccccc3n2c1NCCCN(C)C,-4.4,-1.4,-5.6,0.2,4.0,-5.5,2.9,-1.3,3.0
COC(=O)[C@]1(Cc2ccccc2)N[C@H](CN(C)S(=O)(=O)c2ccc(C)cc2)[C@@H]2C(=O)N(Cc3ccccc3)C(=O)[C@@H]21,12.1,7.1,-2.4,2.3,0.2,-18.7,0.6,0.1,0.2
CCCCC1C(=O)CC[C@H]2[C@@H]1CC(=O)[C@@H]2C/C=C\CCCC(=O)O (some centres not stated),12.1,1.1,-1.1,-0.1,1.2,-3.8,-5.9,0.5,0.2
Cn1cnc2nc(Cl)nc(Cl)c21,-10.7,0.2,13.7,-2.8,8.2,-9.1,7.5,-4.9,3.6

# High-throughput results (PubChem)
